aSyn tox rescue = rescues yeast growth from alpha-synuclein toxicity; 94,000 compounds, 0.02% hits; Potency, µM (titrated, usually from 46.1 µM), for the others: at the top dose growth rescue (activation), actives largely listed as activators; S. cerevisiae alpha-synuclein toxicity rescue, BacTiter-Glo growth, 24 h; active = well fitted activation curve with a large enough effect; inconclusive = small, poorly fitted or top-dose-only effect; also: 0% is about no effect
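Growth restoration measured by BacTiter-Glo luminescence after 24 hr at 30 deg C; alpha-synuclein yeast, raffinose-pregrown to mid-log, were added at OD600=0.02 in galactose medium onto pinned compounds.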
* = called active by the depositor; ? = inconclusive; [ ] = remark or other dose. Potency is read from the fitted curve at half-maximal effect. Some of the compounds tested (hit frequency here may not be typical).

SMILES	aSyn tox rescue
COc1ccccc1CCC(=O)Nc1ccc(S(=O)(=O)Nc2ncccn2)cc1	1%
CCCn1cc(S(=O)(=O)c2ccc(C)c(C)c2)c(=O)c2cc(F)c(N3CCCCC3)cc21	2%
COc1ccc(C(=O)N2CCC(c3ccncc3)CC2)cc1OC	-4%
COc1ccc(CNC(=O)c2cc3c(=O)n(Cc4cccnc4)ccc3nc2C)cc1	-5%
Cc1ccc(-c2cc(C)nc3ncnn23)cc1	-49%[inhibitor]
COc1cccc(C(=O)NCCc2csc(-c3cccc(F)c3)n2)c1OC	5%
C=CCn1c(-c2sc3nc(C)cc(C)c3c2N)n[nH]c1=S	-6%
Cn1c(N)c(C(=O)CSc2nn(-c3ccccc3)c(=S)s2)c(=O)n(C)c1=O	9%
COc1ccc(S(=O)(=O)N2CCCCCC2)cc1C(=O)N1CCN(c2ccccc2O)CC1	8%
OCC1(CC2CCCCO2)CCN(C/C=C/c2ccccc2)CC1 (stereo unspecified)	7%
CCOC(=O)c1cc(S(=O)(=O)Nc2ccc(OC)c(Cl)c2)[nH]n1	0%
O=c1c2sc3ccccc3c2n(Cc2ccc(Cl)cc2)c(=O)n1Cc1ccco1	-2%
C/C=C/Cn1c(SCCCc2ccccc2)nc2c1c(=O)[nH]c(=O)n2C	4%
Cn1c(N)c(C(=O)CSc2nnc(-c3ccccc3F)n2C2CC2)c(=O)n(C)c1=O	2%
CC(NC(=O)Nc1ccc(Cl)cc1)C(c1cccs1)N1CCOCC1 (stereo unspecified)	4%
Cc1cccc(N2CCN(C(=O)CCn3c(=O)c4cccn4c4cccnc43)CC2)c1C	6%
OCCCNC(=S)Nc1ccc(Nc2ccccc2)cc1	1%
CC(=O)NC1=NN(C(C)=O)C(C)(c2cccc([N+](=O)[O-])c2)S1 (stereo unspecified)	-1%
COc1ccc(CNc2nc(-c3ccccc3)nn2S(=O)(=O)c2ccccc2)cc1	5%
O=C(Oc1ccc[nH]c1=O)c1cc([N+](=O)[O-])cc([N+](=O)[O-])c1	4%
O=C(NCc1cccc(F)c1)c1ccccc1NC(=O)c1nsc2ccccc12	-14%
O=C(Cn1c(=O)n(Cc2ccc3c(c2)OCO3)c(=O)c2ccc(C(=O)NC3CCCCC3)cc21)Nc1ccccc1F	-8%
Cc1sc2ncn(CC(=O)NCC3COc4ccccc4O3)c(=O)c2c1S(=O)(=O)N1CCCCC1 (stereo unspecified)	-5%
CC(C)Cn1c(-c2ccncc2)n[nH]c1=S	9%
Cc1ccccc1NC(=O)COC(=O)c1n[nH]c(=O)c2ccccc12	-5%
Next records.
SMILES	aSyn tox rescue
Cc1ccc(/C=C/c2nc3ccccc3[nH]2)cc1	-69%[inhibitor]
CCC/C=C/c1ccc(CN2C(CC(C)C)C(=O)N(Cc3cn(CCC4OCCCO4)nn3)CCS2(=O)=O)cc1 (stereo unspecified)	?
CCCCOc1ccc(Cn2c(=O)sc3ccccc32)cc1OC	?
CC1=C(C(N)=O)C(c2ccc(C(C)C)cc2)n2nc(SCc3ccccc3F)nc2N1 (stereo unspecified)	-9%
COc1ccc(OC)c(S(=O)(=O)Nc2ccc3oc(C)c(C(C)=O)c3c2)c1	12%
NC(N)=N/N=C/c1ccc(OCc2ccccc2)c(OCc2ccccc2)c1	-12%
N/C(Cc1ccc(Cl)cc1)=N\OC(=O)CCc1ccccc1	-78%[inhibitor]
CC(Oc1ccccc1)C(=O)OCc1cc(=O)n2nc(C(C)C)sc2n1 (stereo unspecified)	10%
Cc1ccc(N(CC(=O)Nc2cccc(C)c2)S(=O)(=O)c2cccc3nonc23)cc1	10%
CCCCn1c(N)c(N(CCOC)C(=O)c2ccco2)c(=O)[nH]c1=O	-11%
O=C(O)C(Cc1ccccc1)N1C(=O)/C(=C/C=C/c2ccco2)SC1=S (stereo unspecified)	6%
C[C@@H]1CN(Cc2cn(C)nc2-c2cccc(Cl)c2)C[C@H](C)O1	-8%
CCCCn1c(N)c(N(CCOC)C(=O)c2sc3ccccc3c2Cl)c(=O)[nH]c1=O	11%
O=C(CCl)Nc1ccc(Sc2ccc(NC(=O)CCl)cc2)cc1	-7%
O=c1c2[nH]c3ccc(Br)cc3c2ncn1Cc1ccncc1	-7%
COc1cccc(-n2c(=O)c3sc4ccccc4c3n(CC(=O)Nc3cccc(Cl)c3)c2=O)c1	-9%
Fc1ccc(-c2cc(-c3ccccc3)c3c(n2)-c2cc(F)ccc2OC3)cc1	-3%
COc1cc(C)c(S(=O)(=O)NCc2ccc3c(c2)OCO3)cc1C	-5%
CCn1c(SCC(=O)N2CCC(C)CC2)nnc1-c1ccccc1O	3%
COc1cccc(S(=O)(=O)N(C)C[C@H]2OCc3cnnn3CCCC(=O)N([C@H](C)CO)C[C@H]2C)c1	-7%
CCc1cccc(C)c1NC(=O)CSc1nnc(N)s1	-5%
CC1Sc2ccc(C(=O)Nc3ncccc3O)cc2NC1=O (stereo unspecified)	-6%
COc1ccccc1CC1CC(=O)N(c2ccc([N+](=O)[O-])cc2)C1=O (stereo unspecified)	-1%
Cc1cc(C)c(OCC(=O)N(Cc2ccc(N(C)C)cc2)CC2CCCO2)c(C)c1 (stereo unspecified)	1%
O=C(CSc1oc(-c2ccco2)nc1S(=O)(=O)c1ccc(Br)cc1)c1ccccc1	10%
(next part)
SMILES	aSyn tox rescue
COc1ccc(C)cc1NC(=O)c1ccc2c(c1)N(Cc1cccc(Cl)c1)C(=O)c1ccccc1S2=O (stereo unspecified)	1%
O=C(Nc1ccc(F)c(Cl)c1)C1CCCN1S(=O)(=O)c1ccc(F)cc1 (stereo unspecified)	4%
COc1ccc(CNC(=O)CN(Cc2ccco2)C(=O)CNS(=O)(=O)c2ccc(F)cc2)cc1	1%
COc1ccc(C2CC(=O)C=C3c4ccc(OC)cc4CCC32)cc1 (stereo unspecified)	5%
Cc1noc(C)c1COc1cccc(C(=O)OC(C)C#N)c1 (stereo unspecified)	9%
O=C(Nc1ccc(C(=O)N2CCN(c3ccccc3F)CC2)cc1)c1nsc2ccccc12	0%
CC(CNC(=O)CCS(=O)(=O)c1cc2c(cc1Cl)NC(=O)CO2)c1ccccc1 (stereo unspecified)	4%
Cc1ccc(CNc2ncnc3c2cnn3-c2ccc(C)cc2C)cc1	-6%
CC(OC(=O)CC1Sc2ccccc2NC1=O)C(=O)N(C)Cc1ccccc1 (stereo unspecified)	7%
CN(C)/C=C/C(=O)c1cnc(-c2ccc(Cl)cc2)s1	-55%[inhibitor]
Cc1ccc(CNC(=O)CSc2c3c(nc4ccc(Cl)cc24)CCCC3)cc1	-4%
O=C(c1cc(-c2ccccc2O)on1)N1CCCCC1	-3%
Cc1ccc(CNC(=O)CN2N=C(c3ccc(C)cc3)CCC2=O)cc1	-1%
CCN1CN(Cc2ccco2)CNC1=S	-3%
Cc1scc(CN2CCN(c3ccccc3F)CC2)c1C	10%
COc1ccc(OC)c(CNCc2c(C(=O)O)n(Cc3cccc(F)c3)c3cc(OC)ccc23)c1	1%
CC(C)CSCC1OC(n2cnc3c(N)nccc32)C(O)C1O (stereo unspecified)	-4%
O=C(CSc1ccc(F)cc1)NCCSc1ccccc1	14%
O=C(COC(=O)CNC(=O)c1ccccc1F)NCCNC(=O)COC(=O)CNC(=O)c1ccccc1F	-9%
O=C(CSc1ccc2c(c1)OCCO2)Nc1ccc(N2CCOCC2)cc1	-6%
Cn1nc(C(F)(F)F)cc1-c1ccc(/C=C(\C#N)C(=O)c2cccc(C(F)(F)F)c2)s1	9%
COCCOC(=O)c1[nH]c2c(c1C)C(=O)CC(c1cccs1)C2 (stereo unspecified)	-11%
Cc1oc(-c2cccc(F)c2)nc1CN1CCCCC1CCc1ccccn1 (stereo unspecified)	-5%
C[C@H]1CN([C@@H](C)CO)C(=O)CCCn2cc(nn2)CO[C@@H]1CN(C)S(C)(=O)=O	-11%
COc1ccc2cc(C(=O)/C=C/c3cc(OC)c(OC)c(OC)c3)ccc2c1	11%
Additional entries.
SMILES	aSyn tox rescue
COc1cccc(-n2c(=O)c3c(C)c(C(=O)N(C)C)sc3n(Cc3cccc(C)c3)c2=O)c1	-4%
CN(C(=O)c1cc2c(=O)n3ccccc3nc2n1C)c1ccccc1	-6%
CCCN(C(=O)COC(=O)CCC(=O)c1ccccc1)c1c(N)n(Cc2ccccc2)c(=O)[nH]c1=O	-3%
CC(=O)c1ccc(NC(=O)Cn2cc(S(=O)(=O)Cc3ccccc3Cl)c3ccccc32)cc1	-13%
CCc1ccc(C(=O)C(C)OC(=O)CNS(=O)(=O)c2ccc(C)cc2)cc1 (stereo unspecified)	-16%
COc1ccc(Cl)cc1NC(=O)CNC(c1ccccc1)c1ccccc1	4%
COCCOc1cc(NC(=O)c2cccc(OC)c2)c(Cl)cc1Cl	1%
Cc1nc2sc(C(c3ccco3)N3CCC(Cc4ccccc4)CC3)c(O)n2n1 (stereo unspecified)	3%
CCOC(=O)c1sc2ncn(CC(=O)Nc3ccc(OC)c(Cl)c3)c(=O)c2c1C	-7%
O=C1NCCC/C1=N/Nc1ccc(F)cc1	-11%
CCN(Cc1nc(-c2cccc(Cl)c2)no1)CC1CCCO1 (stereo unspecified)	16%
Cc1nc2cccnc2n1-c1cccc(C(=O)NCCN(C)C)c1	1%
CCSc1nc2n(n1)C(c1ccc(Cl)cc1Cl)C(C(=O)Nc1ccccc1C)=C(C)N2 (stereo unspecified)	2%
CCC1=C(c2ccc(C)cc2)S(=O)(=O)N=C1N1CCC(C(=O)NCCc2cccc(OC)c2)CC1	-3%
COc1ccccc1N(CC(=O)NCc1ccco1)S(=O)(=O)c1ccc(C)cc1	4%
Cc1nc2ncnn2c(C)c1CCC(=O)N1CCN(c2ccccc2)CC1	0%
COc1ccc(N2CC(NC(=O)c3ccc4c(c3)OCO4)CC2=O)cc1OC (stereo unspecified)	5%
O=C1OC(c2ccccc2)(c2ccccc2)c2ccsc21	-12%
CC(=O)c1cccc(NS(=O)(=O)c2cc3c(cc2C)n(C)c(=O)c(=O)n3C)c1	0%
CCCCn1c(SCC(=O)N(CC)C2CCS(=O)(=O)C2)nc2cc(S(N)(=O)=O)ccc21 (stereo unspecified)	8%
COc1ccc(CSCCc2n[nH]c(=S)n2-c2ccccc2)cc1C	1%
O=C(Nc1ccc2c(c1)C(=O)OC2)c1ccc(C(F)(F)F)cc1	-4%
COc1ccc(Cl)cc1NC(=O)CN(C)C(=O)c1cc2ccccc2cc1O	2%
O=C(CSc1nc(=O)n(CCN2CCOCC2)c2c1CCC2)Nc1ccc(OC(F)(F)F)cc1	0%
CCCC(=O)n1nc(-c2ccco2)nc1NCc1ccccc1Cl	2%
(more compounds)
SMILES	aSyn tox rescue
CCCCn1c(=S)[nH]c2cc(S(=O)(=O)N3CCCCC3)ccc21	2%
CC(C)CC(NC(=O)CC12CC3CC(CC(C3)C1)C2)C(=O)NC1=NCCS1 (stereo unspecified)	6%
CSCC[C@@H](C(=O)O)N1Cc2ccccc2C1=O	5%
Cc1nn(S(=O)(=O)c2ccc(C(C)(C)C)cc2)c(C)c1S(=O)(=O)N1CCC(C)CC1	-1%
COc1ccccc1N1CCN(C(=O)Cn2ncc3ccsc3c2=O)CC1	-8%
Cc1ccc(-c2nc3ncccc3o2)cc1NC(=O)c1cccc(OCC(C)C)c1	-11%
COc1ccc(OCC(=O)NCC2(N3CCN(C)CC3)CCCCC2)cc1	1%
CNC(=O)NC(=O)Cn1cnc2sc(-c3ccccc3)cc2c1=O	-13%
CC(C)C(=O)Nc1c2c(nn1-c1ccc(F)cc1)CS(=O)(=O)C2	-14%
COc1ccc(CCNC(=O)CN(c2ccccc2)S(C)(=O)=O)cc1	-8%
Cc1cc2nc(-c3cc(N4CCOCC4)ccc3[N+](=O)[O-])ccn2n1	-2%
CC1=Nc2cc(C(=O)NCc3ccc(C)cc3)ccc2Sc2ccc(Cl)cc21	5%
COc1cccc(CNC(=O)COCc2cc(-c3ccc4c(c3)OCO4)on2)c1	-4%
CC(C)C(NC(=O)c1ccco1)C(=O)NCc1ccc(C(=O)O)cc1 (stereo unspecified)	4%
Cc1ccc(C(=O)Nc2ccc3cn[nH]c3c2)cc1S(=O)(=O)N1CCOCC1	3%
COc1cccc(CNC(=O)CCc2c(C)nc3c(c2C)c(=O)n(C)c(=O)n3C)c1	2%
Nc1cc(=O)[nH]c(SCC(=O)Nc2ccc(S(=O)(=O)N3CCCCC3)cc2)n1	-5%

Gathered by group: the entries above containing two or more sulfur atoms (12)
SMILES	aSyn tox rescue
C=CCn1c(-c2sc3nc(C)cc(C)c3c2N)n[nH]c1=S	-6%
Cn1c(N)c(C(=O)CSc2nn(-c3ccccc3)c(=S)s2)c(=O)n(C)c1=O	9%
Cc1sc2ncn(CC(=O)NCC3COc4ccccc4O3)c(=O)c2c1S(=O)(=O)N1CCCCC1 (stereo unspecified)	-5%
O=C(O)C(Cc1ccccc1)N1C(=O)/C(=C/C=C/c2ccco2)SC1=S (stereo unspecified)	6%
CCc1cccc(C)c1NC(=O)CSc1nnc(N)s1	-5%
O=C(CSc1oc(-c2ccco2)nc1S(=O)(=O)c1ccc(Br)cc1)c1ccccc1	10%
O=C(CSc1ccc(F)cc1)NCCSc1ccccc1	14%
CCCCn1c(SCC(=O)N(CC)C2CCS(=O)(=O)C2)nc2cc(S(N)(=O)=O)ccc21 (stereo unspecified)	8%
COc1ccc(CSCCc2n[nH]c(=S)n2-c2ccccc2)cc1C	1%
CCCCn1c(=S)[nH]c2cc(S(=O)(=O)N3CCCCC3)ccc21	2%
Cc1nn(S(=O)(=O)c2ccc(C(C)(C)C)cc2)c(C)c1S(=O)(=O)N1CCC(C)CC1	-1%
Nc1cc(=O)[nH]c(SCC(=O)Nc2ccc(S(=O)(=O)N3CCCCC3)cc2)n1	-5%

Screening results (PubChem)
